# Screening data as filed in PubChem.
# STEP inh: blocks human striatal-enriched tyrosine phosphatase; recombinant STEP, OMFP fluorogenic substrate, fluorescence; inhibition, % at 20 µM; 360,000 tested, 0.25% active; AID 588621;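 active = inhibition at 20 µM, scaled per plate between control wells, above about 37%, limit read from the data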;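 note: 0% = DMSO with enzyme and substrate and 100% = substrate only without enzyme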
#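 Test system: STEP tyrosine phosphatase / Reagent: OMFP at 25 µM / Doses: 20 µM, 1% DMSO / Read-out: percent inhibition scaled to no-enzyme and uninhibited-enzyme controls, plate-pattern corrected / Detection: FITC-channel fluorescence of OMFP product / Medium: Bis-Tris buffer pH 6.0, 2.5 mM DTT, 0.005% Tween 20 / Schedule: 20 min at room temperature, dark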
# NadD block: inhibitors of Staphylococcus aureus NadD; 360,000 tested, 0.78% active; AID 602399; purified NadD enzyme, colorimetric absorbance read-out; inhibition, % at 20 µM; in the data active = inhibition above about 26%; note: some compounds past the cut are filed as inactive
# LMPTP inh: LMPTP (human) inhibition; P24666; recombinant LMPTP-A, OMFP fluorogenic substrate, fluorescence intensity; inhibition, % at 20 µM; 360,000 tested, 0.22% active;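 active = compounds that cut the enzyme signal by at least half of the control window in the single-dose screen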;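 note: plate controls were DMSO wells with enzyme plus substrate for no effect and substrate without enzyme for full effect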
# Target sequence (P24666 whole entry, looked up): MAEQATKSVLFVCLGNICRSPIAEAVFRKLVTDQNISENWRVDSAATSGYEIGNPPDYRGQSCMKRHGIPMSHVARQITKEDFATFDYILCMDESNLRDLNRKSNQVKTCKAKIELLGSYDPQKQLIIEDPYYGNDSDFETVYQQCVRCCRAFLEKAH
#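 material = LMPTP-A | quantity = 0.625 nM enzyme | reagent = OMFP substrate, 400 µM final | buffer or medium = Bis-Tris pH 6.0, DTT, detergent | detection = endpoint fluorescence intensity from OMFP dephosphorylation | dosing = single 20 µM dose | read-out basis = % inhibition relative to no-enzyme and uninhibited control wells | control set = no-enzyme and uninhibited controls | timing = 50 min at room temperature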
# CSN inh: CSN deneddylation inhibition; Q92905; Purified CSN, SCF-Nedd8-OG deneddylation, fluorescence polarization; inhibition, % at 12.5 µM; 360,000 tested, 0.38% active; AID 651999;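 active = pattern-corrected inhibition above about 35%, with an unprinted fluorescence ratio check between 0.5 and 1.5, limit read from the data, passing the limit was not always enough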;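 note: 0% = enzyme with substrate and 100% = substrate without enzyme; some results filed as inactive read as strong as hits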
# Target sequence (Q92905 whole entry, looked up, one chain of several): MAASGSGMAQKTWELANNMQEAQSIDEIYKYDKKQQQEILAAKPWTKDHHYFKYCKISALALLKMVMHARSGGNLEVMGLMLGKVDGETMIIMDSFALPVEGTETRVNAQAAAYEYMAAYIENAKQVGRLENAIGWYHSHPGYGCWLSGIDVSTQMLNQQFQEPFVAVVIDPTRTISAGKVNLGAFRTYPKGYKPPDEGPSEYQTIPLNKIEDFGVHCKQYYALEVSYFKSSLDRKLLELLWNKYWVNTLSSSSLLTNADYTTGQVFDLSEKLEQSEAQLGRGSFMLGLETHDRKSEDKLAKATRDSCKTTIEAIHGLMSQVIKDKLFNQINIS
#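 assay system = purified human Csn5 enzyme expressed in HEK293T cells | amount = 0.24 nM enzyme | buffer or medium = Tris/NaCl/DTT buffer, pH 7.5 | reagent = 10 nM SCFSkp2-Nedd8OG | compound = one concentration, 12.5 µM, 0.25% DMSO | times = 90 min reaction at room temperature | signal = FP | read-out basis = % inhibition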
# Scp-1 inhibitor: Scp-1 (human) phosphatase inhibition | Q9GZU7 | Recombinant Scp1, phosphopeptide, malachite green phosphate absorbance | inhibition, % at 20 µM | 340,000 tested, 0.88% active | AID 493091;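 active = inhibition above about 50% at 20 µM, limit read from the data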;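 note: plate controls were DMSO wells with enzyme for no effect and wells lacking enzyme for full effect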
#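 Test system: SCP-1 phosphatase catalytic domain, residues 76-261 | Compound dosing: One concentration, 20 µM, with 1.0% DMSO | Schedule: 45 min room-temperature reaction, 5 min colour, 30 min stabiliser | Detection: Absorbance at 630 nm | Read-out basis: % inhibition of SCP-1 phosphate liberation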
# Rpn11 inh: Rpn11 (human) deubiquitinase inhibition. O00487. calls only at 20 µM. human 26S proteasome, Ub4-pepOG fluorescence polarization; 20S core pre-blocked with epoxomicin. 360,000 tested, 0.59% active;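 active = inhibition at 20 µM, scaled to each plate's controls, above about 33%, limit read from the data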
# Target sequence (O00487 whole entry, looked up): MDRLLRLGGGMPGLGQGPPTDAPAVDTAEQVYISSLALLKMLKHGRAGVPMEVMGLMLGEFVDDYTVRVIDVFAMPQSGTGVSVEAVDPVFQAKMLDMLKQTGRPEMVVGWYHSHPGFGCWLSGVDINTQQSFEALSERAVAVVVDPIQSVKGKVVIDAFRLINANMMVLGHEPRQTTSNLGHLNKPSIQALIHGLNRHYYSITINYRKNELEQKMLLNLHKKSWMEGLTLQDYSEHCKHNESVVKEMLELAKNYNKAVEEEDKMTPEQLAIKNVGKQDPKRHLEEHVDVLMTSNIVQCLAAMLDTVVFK
# Rin1-Abl PPI inh: blocks binding of human Rin1 to Abl; TR-FRET Rin1/Abl binding, biochemical; inhibition, % at 7.35 µM; 360,000 tested, 0.4% active; AID 588664; in the data active = inhibition above about 5%, passing the limit was not always enough
# DNMT1 block: DNMT1 (human) enzyme inhibition | P26358 | DNMT1 molecular beacon, Hinp1I cleavage, fluorescence | inhibition (reported as % activation of signal), % at 10 µM | 360,000 tested, 0.83% active; in the data active = inhibition above about 50%
# SUMO1-SIM PPI: SUMO1-SIM interaction modulation. P63165. SUMO1 binding to a labelled peptide, TR-FRET, 1 h. inhibition, % at 20 µM. 360,000 tested, 0.33% active. AID 602429; in the data active = inhibition above about 37%
# Target sequence (P63165 whole entry, looked up): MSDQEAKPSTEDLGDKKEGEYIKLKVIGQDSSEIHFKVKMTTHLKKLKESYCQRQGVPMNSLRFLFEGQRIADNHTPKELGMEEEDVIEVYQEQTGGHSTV
# Neddyl block: cullin neddylation inhibition; P61081+Q13564; AID 651699; TR-FRET cullin neddylation, biochemical; 360,000 tested, 0.58% active; calls only at 25 µM; in the data active = inhibition above about 36%
# * marks the source's active call; other numbers are inactive results; i = inactive; x = not tested or not shown; + = active, no number.
SMILES,STEP inh,NadD block,LMPTP inh,CSN inh,Scp-1 inhibitor,Rpn11 inh,Rin1-Abl PPI inh,DNMT1 block,SUMO1-SIM PPI,Neddyl block
CC(C)C[C@H]1CN=C(Nc2ccccc2)N1CCC1CCCC1,9,0,-1.0,-2,-3,i,-2,8,5,i
CC1CC1c1ccc(/C=C(\C#N)C(=O)Nc2cccc(Cl)c2Cl)o1 (stereo not given),3,0,2.3,-3,-7,i,-2,7,-2,x
O=[N+]([O-])c1ccc(CSc2nnc(-c3cccnc3)o2)cc1,-3,-3,-1.5,3,-2,i,-1,-2,-21,i
O=C(NCc1ccccc1)C(c1cc2ccccc2o1)n1c(=O)c(-c2cc3ccccc3[nH]2)nc2ccccc21 (stereo not given),x,x,4.5,5,x,x,x,x,-7,x
COc1cccc(OCCCn2cc(/C=C3/C(=N)N4C=C(C)SC4=NC3=O)c3ccccc32)c1,-2,25,2.3,1,0,i,-4,-14,0,i
O=C(CC(O)c1ccncc1)c1ccccc1O (stereo not given),-1,4,-1.0,-3,-2,i,2,6,0,i
Cc1ccc(NC(=O)C2CC(=O)N(c3ccc4c(c3)OCCO4)C2)cc1S(=O)(=O)N1CCCCCC1 (stereo not given),-2,-3,1.0,-8,-13,i,3,-5,6,i
CCOC(=O)C1CCN(C(=O)c2cc3cc4ccc(OC)cc4nc3o2)CC1,-2,2,0.1,1,23,i,-1,4,-40,x
NS(=O)(=O)c1ccc(NCc2ccccc2OCc2ccc(F)cc2)cc1,-4,-15,0.9,4,-1,i,-3,-17,-2,i
Cc1nonc1CN(C)C(=O)c1ccc(OC2CCN(C(=O)c3cccnc3)CC2)cc1,-2,4,-1.6,-3,-6,i,-3,0,-2,i
COc1ccc(CCC(=O)NCc2cccc(C(F)(F)F)c2)cc1,-2,-11,-0.2,2,-1,i,2,-1,1,i
COCCN(CC(=O)NCC1CCCO1)C(=O)CCC(=O)Nc1ccccn1 (stereo not given),-3,-3,0.8,1,-7,i,0,0,-2,i
CCOc1ccc(NC(=O)CSc2nnc(Cn3cnc4ccccc43)n2C)cc1,1,-7,-1.0,3,-2,i,0,-5,3,i
O=C(Nc1cc2c3c(c1)CC(=O)N3CCC2)c1ccc(Br)o1,2,4,0.5,2,-6,i,1,-5,6,i
CCC(C(=O)O)N1C(=O)/C(=C/C(C)=C/c2ccccc2)SC1=S (stereo not given),0,-2,-0.2,7,-10,i,-7,9,-5,i
CCOC(=O)Nc1c(C(=O)OC)[nH]c2cc(OC)ccc12,-2,-6,0.0,7,1,i,2,1,-7,i
O=C(NCCN1CCOCC1)C(=O)NCc1ccc2c(c1)OCO2,-1,-3,-0.4,6,-7,i,1,-1,1,i
Cc1cc(C)cc(NC(=O)C2CC3CCC2C3)c1 (stereo not given),-2,-6,0.0,-1,-11,i,0,5,-1,i
Cc1c(Cl)cccc1NC(=O)CNC(=O)CCCc1nc2ccccc2c(=O)[nH]1,1,4,-1.4,-2,2,i,1,1,2,i
O=C(NCc1ccccc1)c1ccc(Cl)c(S(=O)(=O)N2CCCC2)c1,0,2,0.1,-4,-7,i,3,-3,5,i
CCN1CCN(c2ccc(S(=O)(=O)N3CCCCC3)cc2NC(=O)Cc2ccc(OC)cc2)CC1,-1,-8,1.5,3,8,i,1,1,5,i
O=C1COc2ccc(C(=O)COC(=O)c3cnc(Cl)c(Cl)c3)cc2N1,-1,1,2.7,1,-5,i,2,-4,1,i
CCn1nc(C)c(Br)c1-c1nc(CS(=O)(=O)c2ccsc2)no1,-1,-11,1.2,-9,-8,i,1,2,1,i
Cc1cc(/C=C(\C#N)C(=O)NCc2cccs2)c(C)[nH]1,0,0,1.1,2,-10,i,-3,2,-15,i
CN1C(=O)C(C)(C)c2cc(S(=O)(=O)N3CCN(c4ccccc4F)CC3)ccc21,0,0,-0.4,-1,-11,i,-1,-2,4,i

# Part of the list above, tab-delimited:
smiles	STEP inh	NadD block	LMPTP inh	CSN inh	Scp-1 inhibitor	Rpn11 inh	Rin1-Abl PPI inh	DNMT1 block	SUMO1-SIM PPI	Neddyl block
CC(C)C[C@H]1CN=C(Nc2ccccc2)N1CCC1CCCC1	9	0	-1.0	-2	-3	i	-2	8	5	i
O=C1COc2ccc(C(=O)COC(=O)c3cnc(Cl)c(Cl)c3)cc2N1	-1	1	2.7	1	-5	i	2	-4	1	i

# A run of entries of the results above:
SMILES,STEP inh,NadD block,LMPTP inh,CSN inh,Scp-1 inhibitor,Rpn11 inh,Rin1-Abl PPI inh,DNMT1 block,SUMO1-SIM PPI,Neddyl block
COCCN(CC(=O)NCC1CCCO1)C(=O)CCC(=O)Nc1ccccn1 (stereo not given),-3,-3,0.8,1,-7,i,0,0,-2,i
CCOc1ccc(NC(=O)CSc2nnc(Cn3cnc4ccccc43)n2C)cc1,1,-7,-1.0,3,-2,i,0,-5,3,i
O=C(Nc1cc2c3c(c1)CC(=O)N3CCC2)c1ccc(Br)o1,2,4,0.5,2,-6,i,1,-5,6,i
CCC(C(=O)O)N1C(=O)/C(=C/C(C)=C/c2ccccc2)SC1=S (stereo not given),0,-2,-0.2,7,-10,i,-7,9,-5,i
CCOC(=O)Nc1c(C(=O)OC)[nH]c2cc(OC)ccc12,-2,-6,0.0,7,1,i,2,1,-7,i
O=C(NCCN1CCOCC1)C(=O)NCc1ccc2c(c1)OCO2,-1,-3,-0.4,6,-7,i,1,-1,1,i
Cc1cc(C)cc(NC(=O)C2CC3CCC2C3)c1 (stereo not given),-2,-6,0.0,-1,-11,i,0,5,-1,i
Cc1c(Cl)cccc1NC(=O)CNC(=O)CCCc1nc2ccccc2c(=O)[nH]1,1,4,-1.4,-2,2,i,1,1,2,i
O=C(NCc1ccccc1)c1ccc(Cl)c(S(=O)(=O)N2CCCC2)c1,0,2,0.1,-4,-7,i,3,-3,5,i
CCN1CCN(c2ccc(S(=O)(=O)N3CCCCC3)cc2NC(=O)Cc2ccc(OC)cc2)CC1,-1,-8,1.5,3,8,i,1,1,5,i
O=C1COc2ccc(C(=O)COC(=O)c3cnc(Cl)c(Cl)c3)cc2N1,-1,1,2.7,1,-5,i,2,-4,1,i

# The results go on:
SMILES,STEP inh,NadD block,LMPTP inh,CSN inh,Scp-1 inhibitor,Rpn11 inh,Rin1-Abl PPI inh,DNMT1 block,SUMO1-SIM PPI,Neddyl block
COCCNc1cc(C)nc2c(-c3ccccc3OC)c(C)nn12,0,-7,-1.1,-3,-6,i,0,1,-2,i
CC(=O)N1N=C(c2ccc(C)cc2)OC1c1ccc(C)cc1 (stereo not given),0,6,-1.0,-5,-7,i,3,-5,-1,i
O=C(Nc1nc(-c2ccccc2)cs1)c1cccc(S(=O)(=O)N2CCN(Cc3ccccc3)CC2)c1,0,13,1.2,1,0,i,2,-6,-2,i
Cc1ccc(C2C(C(=O)c3cc4ccccc4o3)=C(O)C(=O)N2c2cc(C)on2)cc1 (stereo not given),16,12,26,0,-11,i,-5,5,-18,i
CCCCc1ccc(NC(=O)CSCc2cc(=O)[nH][nH]2)cc1,-5,4,-2.8,1,-4,i,0,-22,6,i
O=C(Nc1cc(Br)ccc1O)c1cc(-c2ccco2)on1,0,29*,1.5,12,-10,i,-1,-5,9,i
COc1ccc(NC(=O)c2cc(-c3cc(F)ccc3OC(C)C)n[nH]2)c(OC)c1,0,-3,2.7,-4,x,i,-4,-2,5,i
C=CCn1c(C(C)C)nc2ccccc21,-3,-7,0.3,-2,4,i,1,-4,-1,i
Cc1onc(-c2c(Cl)cccc2Cl)c1C(=O)NC(=S)Nc1sc2c(c1C(N)=O)CCC(C)C2 (stereo not given),-2,31*,-0.5,-10,0,i,2,26,-1,i
CCOCCCNC(=O)c1ccc2c(c1)ncn2-c1ccc(CC)cc1,2,-5,-1.1,-2,-7,i,-3,1,2,i
CC(=O)C1=CCC(c2ccc(Cl)cc2)N(S(=O)(=O)c2ccccc2)C1 (stereo not given),-1,-12,-0.6,-1,x,i,1,-7,2,i
Cc1ccc(C(=O)O)cc1NC(=O)Nc1cccc2ccccc12,1,-1,-0.2,-5,-8,i,0,2,-10,i
COc1cccc(CNC(=O)CCS(=O)(=O)c2ccc3c(c2)oc(=O)n3C)c1,1,-2,-1.5,3,-6,i,10,4,-1,i
Cc1csc(SCCn2c(N3CCOCC3)nc3c2c(=O)[nH]c(=O)n3C)n1,-1,-1,-1.9,7,0,i,-3,-1,4,i
Cn1c(=O)n(C)c2cc(CNC(=O)[C@H]3O[C@@H](n4cnc5c(N)ncnc54)[C@H](O)[C@@H]3O)ccc21,-2,0,-1.8,3,x,i,8,4,3,i
CC(C)C[C@@H](COc1ccccc1)N1CCN(C)CCC1=O,1,1,-0.6,-1,-3,i,1,6,5,i
COc1ccc(NC(=S)c2ccncc2)cc1,0,-6,-1.5,6,-1,i,-3,-2,-9,i
COCCn1c(C)cc(C(=O)COC(=O)Cc2n[nH]c(=O)c3ccccc23)c1C,0,-2,2.0,-2,-1,i,2,1,5,i
CN1c2ccccc2-c2ccccc2S1(=O)=O,0,0,-0.4,-3,35,i,2,3,-2,i
COc1cccc(C2=NOC(C(=O)N3CCc4ccccc4C3)C2)c1 (stereo not given),0,2,-1.3,-3,-12,i,-3,-8,1,i
CC(=O)NC12CC3CC(C1)CC(C(=O)Oc1ccc(N(C)S(=O)(=O)c4cc(C)ccc4C)cc1)(C3)C2,2,-5,10,0,-8,i,1,-7,4,i
COc1ccccc1C1C(C#N)=C(N)Oc2c1oc(CO)cc2=O (stereo not given),-3,-1,-0.7,-7,-7,i,0,0,-17,i
COc1cc(C(=O)NCC(=O)NCCSc2ccc(Br)cc2)cc(OC)c1OC,4,-2,0.1,0,-2,i,-2,0,-1,i
CCN(CC(=O)NCc1ccc(F)cc1)C(=O)/C=C/c1cccs1,-1,-2,-2.1,-8,9,i,1,2,-6,i
COC(=O)C1=C(C)N(CCCC(=O)O)C(=O)NC1c1ccc(-c2ccccc2)cc1 (stereo not given),-1,-2,0.6,1,-6,i,-1,9,4,i
CCOC(=O)C1(Cc2cccc(OC)c2)CCN(Cc2ccc3c(c2)OCCO3)CC1,0,-11,-0.2,14,-3,i,2,3,-2,i
Cc1ccc(NC(=S)Nc2ccc(S(=O)(=O)N3CCOCC3)cc2)cc1S(=O)(=O)N1CCOCC1,-2,4,0.6,-2,-2,i,1,-3,-1,i
CC(CCc1ccccc1)NCC(O)c1cccc([N+](=O)[O-])c1 (stereo not given),0,-13,-3.0,2,-8,i,1,-3,-11,i
NC(=O)COC(=O)c1ccccc1SCC(=O)NC1CCCCCC1,2,-1,-1.4,1,3,i,1,0,1,i
COc1cccc(/C=N/Nc2ncnc3c2[nH]c2ccc(C)cc23)c1OC,77*,14,26,68*,20,i,-1,60*,90*,+

# Random draw from the library; any-hit rate near 3.8%.
